D2 ag: activates the human D2 dopamine receptor. P14416. HEK293 T-REx D2 cells, calcium flux agonist mode. activation, % at 2 µM. actives 0.53% (n = 340,000). AID 485358;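 active = activation over 3 SD above normal in the single-dose calcium agonist read, cut at about 30% in these data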; also: 0% is about no effect
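Agonism is scored from calcium flux in a force-coupled, inducible HEK293 cell line expressing D2, read kinetically for 180 s after compound addition against dopamine controls.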
RXFP1 agonist: activates the human relaxin receptor RXFP1; Q9HBX9; HEK293T-RXFP1 cAMP TR-FRET, 30 min; response scale: percent of porcine relaxin response, buffer zero; Potency, µM (highest dose often 57.5 µM), for inactives: top-dose activation, usual class: activators; actives 0.3% (n = 370,000); AID 2676; active = well fitted activation curve with a large enough effect; also: potency is read from the fitted curve at half-maximal effect; % is scaled to controls: 0 for no effect and ±100 for the full control effect; nearly all actives have a fitted effect of over 60% in size; many of its hits are not listed in these tables
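HEK293T cells stably expressing RXFP1 were pretreated with the PDE4 inhibitor Ro 20174, exposed to compounds for 30 min at 37C, lysed, and cAMP was read by TR-FRET. Data normalized to buffer (basal) and 29 nM porcine relaxin (100%).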
D1 PAM: enhances dopamine response at the human D1 receptor | HEK293 TREx D1 cells, calcium flux, dopamine EC20 potentiation | potentiation, % at 10 µM | actives 0.036% (n = 360,000) | AID 504651; in the data active = potentiation above about 30%; also: 0% is about no effect
Target sequence (P21728 whole entry, looked up): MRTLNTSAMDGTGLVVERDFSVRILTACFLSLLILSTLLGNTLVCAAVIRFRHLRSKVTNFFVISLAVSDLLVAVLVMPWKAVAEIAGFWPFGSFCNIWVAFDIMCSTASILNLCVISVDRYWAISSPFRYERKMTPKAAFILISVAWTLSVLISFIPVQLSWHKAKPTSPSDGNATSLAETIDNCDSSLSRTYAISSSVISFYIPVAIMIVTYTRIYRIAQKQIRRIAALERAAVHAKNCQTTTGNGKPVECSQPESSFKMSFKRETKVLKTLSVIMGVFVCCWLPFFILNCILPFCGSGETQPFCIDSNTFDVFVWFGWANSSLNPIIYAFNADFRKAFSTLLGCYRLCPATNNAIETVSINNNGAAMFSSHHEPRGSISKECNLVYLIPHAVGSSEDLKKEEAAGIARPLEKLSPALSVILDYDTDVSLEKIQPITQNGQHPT
D1 antagonist: blocks dopamine activation of the human D1 receptor; activity change, negative = inhibition, % at 10 µM; HEK293 TREx D1 cells, calcium flux, dopamine EC80; active compounds read low; P21728; actives 3.2% (n = 360,000); in the data active = activity change below about -30%; also: % is scaled to controls: 0 for no effect and ±100 for the full control effect
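After overnight tetracycline induction at 30 C, force-coupled D1 HEK293 cells took up a no-wash calcium dye at room temperature. Compounds were added and monitored 180 s, and the response to EC80 dopamine was then recorded.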
RXFP1 antag: antagonists of human relaxin receptor RXFP1 | Q9HBX9 | HEK293-RXFP1, relaxin-stimulated cAMP HTRF, 30 min; active compounds read low | activity change, negative = inhibition, % at 57.5 µM | actives 0.59% (n = 350,000) | AID 1259400;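 active = activity change of -60% or lower, but not beyond a set lower limit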; also: % is scaled to controls: 0 for no effect and ±100 for the full control effect
D2 antag: antagonizes the human D2 dopamine receptor. actives 2% (n = 340,000). P14416. inhibition, % at 10 µM. AID 485344. HEK293 TREx D2 cells, calcium flux, dopamine EC80; in the data active = inhibition above about 30%; also: 0% is about no effect
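Calcium flux kinetic readout in an inducible HEK293 TREx D2 line plated overnight at 30 C. After 180 s compound exposure, an EC80 dopamine challenge follows with another 180 s kinetic read to detect antagonism.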
D1 ag: agonists of human D1 dopamine receptor | P21728 | HEK293 T-REx D1 cells, calcium flux, agonist mode | activation, % at 2 µM | actives 1% (n = 360,000) | AID 504660; in the data active = activation above about 30%; also: 0% is about no effect
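Agonism was scored from calcium flux recorded over 180 s (1 read/s) after pintool compound addition, following a 10-cycle baseline. Cells were inducible force-coupled HEK293 TREx D1, plated overnight at 30 C and loaded with no-wash calcium dye.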
TRHR enhancer: allosteric enhancers of human TRH receptor; P34981; TRHR cells, fluo-8 calcium fluorescence, EC20 TRH enhancement; enhancement, % at 2 µM; actives 0.66% (n = 360,000); AID 493056; in the data active = enhancement above about 30%; also: 0% is about no effect
Target sequence (P34981 whole entry, looked up): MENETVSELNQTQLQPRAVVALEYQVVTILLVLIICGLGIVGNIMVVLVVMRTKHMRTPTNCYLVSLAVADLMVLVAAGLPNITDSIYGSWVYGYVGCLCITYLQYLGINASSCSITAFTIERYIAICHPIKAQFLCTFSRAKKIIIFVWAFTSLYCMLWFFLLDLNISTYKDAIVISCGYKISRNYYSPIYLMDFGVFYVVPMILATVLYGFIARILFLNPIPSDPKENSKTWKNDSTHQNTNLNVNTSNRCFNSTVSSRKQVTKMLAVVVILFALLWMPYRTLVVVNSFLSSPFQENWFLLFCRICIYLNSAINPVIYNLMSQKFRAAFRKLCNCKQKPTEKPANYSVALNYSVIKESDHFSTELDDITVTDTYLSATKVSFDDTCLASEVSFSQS
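TRHR-expressing cells loaded with fluo-8 calcium dye were read kinetically (ex 480/em 530) during compound addition, then stimulated with an EC20 of TRH (10 nM final). Enhancement of the Gq-mediated intracellular calcium response was scored.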
D2 potentiator: positively modulates the human D2 dopamine receptor allosterically | P14416 | HEK293 T-REx D2, calcium flux, EC20 dopamine potentiation | potentiation, % at 10 µM | actives 0.34% (n = 340,000) | AID 485347;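 active = potentiation over 3 SD above the plate norm, cut at about 30% in these data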; also: 0% is about no effect
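Tetracycline-induced Hek293 Trex D2 cells, force-coupled to calcium, loaded with no-wash calcium dye. Compound added with 180 s kinetic read for agonism, then EC20 dopamine and a further 180 s read for potentiation.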
* = called active by the depositor; x = not tested or not shown; & = joins results of further samples. An excerpt (hit frequency here may not be typical).

Results follow in this order: D2 potentiator	D2 ag	RXFP1 agonist	D1 PAM	D1 ag	D2 antag	D1 antagonist	RXFP1 antag	TRHR enhancer
O=CN1CCN(C(C(=O)NC2CCCC2)c2ccc(Cl)cc2)CC1 (stereo not given)
 : 0	1.3	-2.0%	7	-1	5	-19	3	-2
Cc1ccc(-n2nc3ccc(NC(=O)/C=C/c4ccco4)cc3n2)cc1C
 : 12	1.0	1.4%	3	2	-1	-7	4	7
O=S1(=O)CCC(NC(=S)Nc2ccc(Cl)cc2)C1 (stereo not given)
 : 5	-0.9	-1.1%	6	3	6	-5	8	0
Cc1ccc(-c2csc(C3=C(O)CN(NC(=O)c4ccco4)C3=N)n2)cc1
 : 0	0.0	1.4%	-2	2	-16	11	-8	-3
NC(=O)c1ccc(C(F)(F)F)cn1
 : x	x	1.3%	-7	4	x	-1	-1	8
Cc1ccc(N2C(=O)C3C4C=CC(CC4)C3C2=O)c([N+](=O)[O-])c1 (stereo not given)
 : -5	0.4	0.4%	-3	2	4	5	-6	7
Cc1ccc(S(=O)(=O)NCCSCc2ccco2)cc1
 : -4	1.0	-0.6%	-6	2	5	-14	-3	2
CCOc1ccccc1N=Nc1c(C)[nH]n(-c2ccccc2)c1=O
 : x	x	0.0%	-1	3	x	-2	4	4
CCn1c(=S)sc2c(=O)n(CC(=O)Nc3ccccc3C(F)(F)F)c(C)nc21
 : 19	0.6	0.4%	-8	2	-13	5	-9	3
O=C(Cc1ccc(Br)cc1)N1CCc2ccccc2C1
 : -2	-0.2	0.3%	2	2	-4	2	4	-4
CC1(C)CC2=C(CO1)C(=S)NC(c1ccccc1)N2CC1CCCO1 (stereo not given)
 : -1	1.1	5.1%	1	2	-4	-9	-2	2
O=C1CC(c2ccccc2)Oc2cc(O)cc(O)c21 (stereo not given)
 : -2	0.0	0.0%	-7	2	12	1	x	-2
COC(=O)c1cccnc1-n1c(=O)c2cccnc2n(CC(=O)Nc2cccc(C(F)(F)F)c2)c1=O
 : 12	-0.2	-1.9%	0	4	x	4	-9	1
Cn1c(C(=O)N2COCC2(C)C)cc2c(=O)n3ccccc3nc21
 : -12	0.0	17%	4	1	7	6	3	-13
COc1ccccc1-c1noc(COC(=O)c2ccc(Br)o2)n1
 : 2	0.5	1.4%	3	4	-7	-9	2	4

Quoted at random: 2 compounds from above
Results follow in this order: D2 potentiator	D2 ag	RXFP1 agonist	D1 PAM	D1 ag	D2 antag	D1 antagonist	RXFP1 antag	TRHR enhancer
Cc1ccc(-c2csc(C3=C(O)CN(NC(=O)c4ccco4)C3=N)n2)cc1
 : 0	0.0	1.4%	-2	2	-16	11	-8	-3
O=CN1CCN(C(C(=O)NC2CCCC2)c2ccc(Cl)cc2)CC1 (stereo not given)
 : 0	1.3	-2.0%	7	-1	5	-19	3	-2

Later entries
Results follow in this order: D2 potentiator	D2 ag	RXFP1 agonist	D1 PAM	D1 ag	D2 antag	D1 antagonist	RXFP1 antag	TRHR enhancer
COc1ccc(CN2CC(C(=O)NCCCN3CCOCC3)CC2=O)cc1 (stereo not given)
 : -2	0.0	0.7%	-2	3	-6	9	-8	-3
O=C(Nc1cc(Cl)ccc1N1CCOCC1)c1ccc(Br)o1
 : 4	0.1	3.2%	3	0	-9	-5	-9	12
CC1CCN(C(=O)Cn2nnnc2CN2CCOCC2)CC1
 : -9	1.5	-0.5%	5	2	7	4	15	3
C[C@H](N)c1nnc(SCC(=O)N(C)C)o1
 : -7	-0.4	-1.1%	0	0	16	-4	1	-3
C/C=C/Cn1c(SCCCc2ccccc2)nc2c1c(=O)[nH]c(=O)n2C
 : 9	-0.3	-0.7%	1	4	12	6	-6	-13
Cn1cnc(S(=O)(=O)N2CCC(C(=O)NCc3ccccc3)CC2)c1
 : 5	0.8	1.9%	1	0	x	-1	8	2
Cc1cc(C)nc(SCc2nc3ncccn3c2Br)n1
 : 5	0.4	21%	1	2	6	18	0	5
COc1cccc(OC)c1C(=O)NNS(=O)(=O)c1ccc2ccccc2c1
 : 6	0.6	-1.9%	-4	1	0	-13	4	2
Nc1nc(CN2CCCCCC2)nc(Nc2ccccc2)n1
 : 7	-0.5	-1.3%	-7	2	10	9	2	11
COc1ccccc1CC(=O)Nc1ccc(NC(=O)c2cccs2)cc1
 : -1	-0.7	2.5%	0	3	11	13	-12	1
COc1ccc(Cl)cc1NS(=O)(=O)c1ccc(OC)c(OC)c1
 : 2	0.0	-0.4%	-2	4	13	13	-7	-22
Cc1cc(C)n(-c2nnc(N3CCN(c4ccccc4)CC3)nn2)n1
 : 2	1.6	0.2%	2	1	24	8	-15	6
COC(=O)CSc1nnc(-c2ccc(OC)c(OC)c2)o1
 : 6	0.3	4.3%	-2	2	-5	-2	-25	-1
O=C(NCc1ccccc1F)C(c1ccccc1)c1ccccc1
 : -6	-2.0	1.0%	-5	4	9	9	-6	-4
COc1ccccc1N1C(=NC(=O)COc2ccccc2)SC2CS(=O)(=O)CC21 (stereo not given)
 : 7	0.6	2.7%	2	1	-38	5	-3	-1

Gathered by group: those above with an NH in an aromatic ring
Results follow in this order: D2 potentiator	D2 ag	RXFP1 agonist	D1 PAM	D1 ag	D2 antag	D1 antagonist	RXFP1 antag	TRHR enhancer
CCOc1ccccc1N=Nc1c(C)[nH]n(-c2ccccc2)c1=O
 : x	x	0.0%	-1	3	x	-2	4	4
C/C=C/Cn1c(SCCCc2ccccc2)nc2c1c(=O)[nH]c(=O)n2C
 : 9	-0.3	-0.7%	1	4	12	6	-6	-13

Going on with the list:
Results follow in this order: D2 potentiator	D2 ag	RXFP1 agonist	D1 PAM	D1 ag	D2 antag	D1 antagonist	RXFP1 antag	TRHR enhancer
COc1cc(/C=C2\SC(=S)N(CCC(=O)Nc3ccccc3)C2=O)cc(OC)c1OC
 : 10	4.7	-0.3%	0	46*	-5	6	-7	2
CC(C)(CCl)C(=O)Nc1ccc(OC(F)(F)F)cc1
 : 8	-0.2	0.4%	-5	9	-2	-11	-13	-5
O=C(Cc1ccc([N+](=O)[O-])cc1)Nc1nnc(C2CC2)s1
 : 1	1.0	2.4%	-4	25	-6	-11	x	-8
CC(C)c1cccc(C(C)C)c1NS(=O)(=O)c1cccs1
 : 8	-1.1	9.6%	1	5	x	-31*	x	0
CCN1C(=O)N(c2ccc(C(C)=O)cc2)S(=O)(=O)c2ccccc21
 : 1&-6	-0.5&0.3	0.8%&2.2%	-4&0	1&3	-8	-14&-13	10	-1&0
CCC(C)(C)n1nnnc1C(c1cc2cc3c(cc2[nH]c1=O)OCO3)N1CCN(C)CC1 (stereo not given)
 : 4	0.2	1.5%	3	5	11	-2	-14	-2
CC(C)=C1C2CCC1C1C(=O)N(NC(=O)c3ccco3)C(=O)C21 (stereo not given)
 : 0	-0.7	6.0%	-2	1	-9	-23	3	-4
Cc1onc(-c2c(Cl)cccc2Cl)c1C(=O)c1c[nH]c(C(=O)NC2CC2)c1
 : -5	-0.8	0.0%	-4	2	-13	9	-4	13
CCOc1ccccc1NC(=O)CSc1nnc(-c2ccccn2)n1Cc1ccco1
 : 5	0.3	0.0%	-5	5	12	-6	13	-4
COCCn1c(CN2CC(C)CC(C)C2)nc2c1c(=O)n(C)c(=O)n2C (stereo not given)
 : -2	2.7	1.2%	-1	1	0	-12	-2	-4
Cc1oc(-c2ccc(C(=O)NCCN(C)C)cc2)nc1CS(=O)(=O)c1ccccc1
 : 4	1.4	2.7%	-3	-1	x	-13	-11	5
O=C(CCN1CCN(C/C=C/c2ccccc2)CC1)Nc1ccccc1
 : -4	11	-0.1%	-3	3	2	5	12	6
CCCc1nn(C)c2c(=O)[nH]c(-c3cc(S(N)(=O)=O)ccc3OCC)nc12
 : 7	0.0	2.2%	2	4	-16	9	5	-2
Cc1ccc(NC(=O)CSc2nnc(-c3ccccn3)n2C)cc1
 : 29	-1.0	0.7%	4	1	2	-1	-14	-7
Cc1cc(CCN2CCC(=O)NC2=O)ccc1OC(C)C
 : -3	0.3	2.0%	-5	1	-8	-21	-8	0
COc1ccc(N2CCN(C(=O)c3ccccc3NC(=O)C3=C(C)OCCS3)CC2)cc1
 : x	x	0.7%	0	1	x	-16	-12	2
FC(F)(F)c1cc(-c2ccccc2)nc(NCc2cccnc2)n1
 : -1	0.0	-1.0%	-5	5	14	8	-11	25
Cc1cc(C)n2c(Nc3ccccc3C)c(-c3cccs3)nc2n1
 : 0	-0.1	3.5%	0	6	x	5	x	0
CCOc1ccc(N(Cc2cc3cc(C)ccc3[nH]c2=O)S(=O)(=O)c2ccccc2)cc1
 : 0	0.6	20%	4	0	-1	35	1	4
CC(=O)N1CCN(S(=O)(=O)c2cccc(C(=O)Nc3cc(C(F)(F)F)ccc3N3CCOCC3)c2)CC1
 : x	x	1.6%	-10	0	x	-31*	-16	8
COc1cc(NC2=CC(=O)CC(C)(C)C2)cc(OC)c1OC
 : 0	0.5	2.3%	0	1	2	-6	4	3
CCCCCCC(=O)N=Nc1c(O)[nH]c2ccc([N+](=O)[O-])cc12
 : 3	-0.1	-0.4%	-3	0	-1	5	x	1
CC(OC(=O)CCc1ccccc1)C(=O)Nc1ccc(Cl)cn1 (stereo not given)
 : -3	0.2	0.0%	4	-1	-2	-5	-5	-4
Cc1cc(OC(C)C(=O)Nc2ccncc2)ccc1Cl (stereo not given)
 : -7	-0.1	-0.2%	-3	16	-5	-24	10	2
CCC(C(=O)NCc1cccnc1)c1ccccc1 (stereo not given)
 : x	x	1.6%	-5	1	x	13	-3	42*
Cc1noc(NC(=O)c2ccc(Cl)c(Cl)c2)c1Cl
 : 0	3.8	0.2%	-12	12	19	7	-4	-6

Entries of single compounds, quoted from the list.
COC(=O)CSc1nnc(-c2ccc(OC)c(OC)c2)o1 is entered as D2 potentiator: 6; D2 ag: 0.3; RXFP1 agonist: 4.3%; D1 PAM: -2; D1 ag: 2; D2 antag: -5; D1 antagonist: -2; RXFP1 antag: -25; TRHR enhancer: -1
COc1ccccc1N1C(=NC(=O)COc2ccccc2)SC2CS(=O)(=O)CC21 (stereo not given) is entered as D2 potentiator: 7; D2 ag: 0.6; RXFP1 agonist: 2.7%; D1 PAM: 2; D1 ag: 1; D2 antag: -38; D1 antagonist: 5; RXFP1 antag: -3; TRHR enhancer: -1
C/C=C/Cn1c(SCCCc2ccccc2)nc2c1c(=O)[nH]c(=O)n2C is entered as D2 potentiator: 9; D2 ag: -0.3; RXFP1 agonist: -0.7%; D1 PAM: 1; D1 ag: 4; D2 antag: 12; D1 antagonist: 6; RXFP1 antag: -6; TRHR enhancer: -13

Screening results as filed in PubChem.
